# USP10 block: inhibitors of human USP10 deubiquitinase | Ubiquitin carboxyl-terminal hydrolase 10 (Homo sapiens), Q14694 | purified USP10, Ub-rhodamine fluorescence, 60 min | inhibition, % at 20 µM | actives 1.1% (n = 47,000)
# USP28 block: inhibitors of human USP28 deubiquitinase; Ubiquitin carboxyl-terminal hydrolase 28 (Homo sapiens), Q96RU2; purified USP28, Ub-rhodamine cleavage fluorescence, 30 min; inhibition, % at 25 µM; actives 3% (n = 47,000)
# Target sequence (Q96RU2 whole entry, looked up): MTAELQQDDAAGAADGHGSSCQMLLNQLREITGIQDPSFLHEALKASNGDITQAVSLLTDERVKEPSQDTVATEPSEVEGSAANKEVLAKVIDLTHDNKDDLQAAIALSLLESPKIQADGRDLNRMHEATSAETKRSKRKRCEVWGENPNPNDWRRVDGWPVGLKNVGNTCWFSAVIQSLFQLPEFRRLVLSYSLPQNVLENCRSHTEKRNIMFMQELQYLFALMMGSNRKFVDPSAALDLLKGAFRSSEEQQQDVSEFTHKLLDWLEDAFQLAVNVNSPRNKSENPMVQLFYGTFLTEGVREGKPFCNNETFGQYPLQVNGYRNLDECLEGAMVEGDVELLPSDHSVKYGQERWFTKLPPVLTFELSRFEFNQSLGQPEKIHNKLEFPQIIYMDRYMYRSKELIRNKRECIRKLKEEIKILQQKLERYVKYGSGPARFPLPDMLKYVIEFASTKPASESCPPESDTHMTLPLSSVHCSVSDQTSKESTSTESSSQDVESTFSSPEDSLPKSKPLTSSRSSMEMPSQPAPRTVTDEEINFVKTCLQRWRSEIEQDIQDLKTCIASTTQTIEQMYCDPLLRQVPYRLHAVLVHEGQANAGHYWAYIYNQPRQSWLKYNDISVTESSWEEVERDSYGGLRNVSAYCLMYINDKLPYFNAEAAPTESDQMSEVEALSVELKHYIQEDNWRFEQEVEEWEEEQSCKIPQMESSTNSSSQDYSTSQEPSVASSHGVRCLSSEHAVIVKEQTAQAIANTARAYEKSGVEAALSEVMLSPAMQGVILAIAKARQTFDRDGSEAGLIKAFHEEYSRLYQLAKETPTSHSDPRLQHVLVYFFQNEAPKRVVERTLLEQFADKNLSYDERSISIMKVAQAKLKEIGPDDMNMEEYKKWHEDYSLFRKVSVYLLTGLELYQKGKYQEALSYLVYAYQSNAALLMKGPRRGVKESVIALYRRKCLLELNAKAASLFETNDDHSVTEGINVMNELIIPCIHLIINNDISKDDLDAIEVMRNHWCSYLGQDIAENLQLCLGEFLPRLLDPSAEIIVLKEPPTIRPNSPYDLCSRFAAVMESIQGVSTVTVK
# USP17 block: inhibitors of human USP17 deubiquitinase; actives 6.5% (n = 47,000); inhibition, % at 50 µM; purified USP17, Ub-rhodamine cleavage fluorescence, 3 h; Ubiquitin carboxyl-terminal hydrolase 17-like protein 5 (Homo sapiens), A8MUK1
# USP7 block: inhibitors of human USP7 deubiquitinase. Ubiquitin carboxyl-terminal hydrolase 7 (Homo sapiens), Q93009. purified USP7, Ub-rhodamine cleavage fluorescence. inhibition, % at 20 µM. actives 0.3% (n = 47,000). AID 1645854, 2021
# UCHL1 block: inhibitors of human UCHL1 deubiquitinase | Ubiquitin carboxyl-terminal hydrolase isozyme L1 (Homo sapiens), P09936 | purified UCHL1, Ub-rhodamine cleavage fluorescence | inhibition, % at 20 µM | actives 0.2% (n = 47,000)
# USP30 inh: inhibitors of human USP30 deubiquitinase. Ubiquitin carboxyl-terminal hydrolase 30 (Homo sapiens), Q70CQ3. purified USP30, Ub-rhodamine cleavage fluorescence. inhibition, % at 25 µM. actives 5.3% (n = 47,000). AID 1645860, 2021
# USP8 inh: inhibitors of human USP8 deubiquitinase | purified USP8, Ub-rhodamine cleavage fluorescence, 30 min | inhibition, % at 20 µM | Ubiquitin carboxyl-terminal hydrolase 8 (Homo sapiens), P40818 | AID 1645853, 2021 | actives 4.2% (n = 47,000)
# OTUD3 inh: inhibitors of human OTUD3 deubiquitinase; purified OTUD3, Ub-rhodamine fluorescence, 2 h; inhibition, % at 25 µM; actives 0.7% (n = 47,000); AID 1645858, 2021
# An asterisk follows results filed as active; i = inactive; . = not tested or not shown. Rule as the data show it: active = inhibition above about 30%; inactive = the rest.
SMILES,USP10 block,USP28 block,USP17 block,USP7 block,UCHL1 block,USP30 inh,USP8 inh,OTUD3 inh
Cc1c(C(=O)NCC(F)(F)F)nnn1-c1cccc2c1CCN(CC1CC1)C2,-4,-30,-33,-9,-6,-127,7,-33
Cc1ccc(CNC(=O)CN2C(=O)CSc3cccn3-c3ccccc32)cc1,-6,-1,.,-1,0,-15,-17,8
O=C(NCCC1=CCCCC1)c1ccc(N2C(=O)CCS2(=O)=O)cc1,-5,-8,4,-6,-4,-45,-31,-7
Cc1nn(C)c(C)c1CN(C(=O)C(C)Oc1ccccc1F)C1CC1 (stereo not drawn),0,.,-8,2,1,.,3,-2
CC(=O)Nc1ccc(S(=O)(=O)N2CCC(CC(=O)NC(C)c3ccccc3)CC2)cc1 (stereo not drawn),16,12,5,3,0,32*,5,14
Fc1cc2c(c(CSc3nnc4ccccn34)c1)OC(c1ccccc1)OC2 (stereo not drawn),9,18,29,-36,4,18,49*,9
CN(C)CCN1CCOCC2(CCCN(C(=O)c3ccc4ncccc4c3)C2)C1 (stereo not drawn),0,-6,-27,1,-1,-24,-138,0
O=C(NCCc1ccncc1)C1CN(C(=O)c2ccc(Cl)cc2)CC12CCOCC2 (stereo not drawn),1,6,18,5,2,21,14,10
CCc1ccc(-n2c(=O)c3cccnc3n2CC(=O)Nc2cccc(F)c2)cc1,-12,-94,-105,6,0,i,-28,-83
O=C(O)c1cnc(NCc2ccccn2)nc1-c1cccc(Cl)c1,-4,-19,-4,0,-2,-23,-5,-10
COc1ccc(N2C(=O)c3ccccc3NC2c2ccc(OCC(N)=O)cc2)cc1 (stereo not drawn),0,2,1,2,4,14,3,17
CC(C)(C)CC(=O)N1CCc2cc(-c3csc(NC(=O)Cn4nnc5ccccc54)n3)ccc21,-5,4,9,-4,-11,-62,-7,0
CCn1cc(S(=O)(=O)Nc2ncn(Cc3ccc(F)cc3)n2)cn1,0,-11,11,2,-1,15,3,-1
CCOC(=O)N1CCC(NC(=O)c2cnc(OC)nc2)CC1,-1,-4,-2,1,0,2,-4,2
CC(C)(C)c1ccc(NC(=O)CSc2nnc3ccccn23)cc1,-1,11,6,0,0,19,1,4
Cc1cc(C2CCCN2C(=O)c2cc(-c3ccccc3Cl)on2)on1 (stereo not drawn),0,4,6,-4,0,0,0,3
CC(=O)Nc1ccc(NC(=O)Nc2ccc(F)cc2)cc1,2,19,34*,4,2,30*,2,7
Cc1cc(N2CCC(c3c(C(=O)N(C)C)sc4ccccc34)C2)nc(C)n1 (stereo not drawn),-2,-7,-17,-1,-3,-25,-6,-5
O=C(c1ccc2c(c1)OCO2)N1CCC(O)(C2CCN3Cc4ccccc4N=C23)CC1 (stereo not drawn),0,-10,-15,0,-2,-5,-5,-2
Cc1cnc(C(=O)N2Cc3ccnn3CC(COCC3CC3)C2)cn1 (stereo not drawn),2,-3,-8,3,0,3,-150,13
O=C(Nc1ccc2c(c1)OCCO2)C1CCN(C(=O)c2ccccc2)CC1,5,76*,13,-9,1,21,0,18
COCC(=O)N1CCCC(c2ccc(Nc3cnccn3)cn2)C1 (stereo not drawn),0,-1,-3,0,-2,1,-13,0
O=C(Nc1ccccc1F)c1ccc2c(c1)CC(c1ccccc1)OC2=O (stereo not drawn),10,7,20,11,3,11,21,8
Cc1ccc(-n2nnc(C(=O)O)c2-c2ccccn2)cc1,0,-16,-6,1,-2,-11,0,-11
Cc1nc(CC(=O)NCc2ccc3c(c2)OCO3)cs1,-3,-12,-9,2,-3,-19,2,-9
O=C(Cn1c(=O)c2cccn2c2cccnc21)NCCC1=CCCCC1,-2,-16,3,-1,-5,-131,-17,9
O=C(Nc1ccc2c(c1)OCO2)c1ccc(N2CCCC2=O)cc1,10,12,50*,11,6,16,23,10
COc1ccc(N2CCn3c(nc4ccccc43)C2)cc1NS(C)(=O)=O,-7,-213,-146,-158,-162,i,-56,-171
COc1ccc(S(=O)(=O)N2CCc3cc4ccccc4nc32)cc1OC,-2,20,-73,-1,3,-7,6,10
Cc1ccccc1S(=O)(=O)N1CCC(O)(CN2CCOCC2)C1 (stereo not drawn),0,1,3,7,2,6,12,4

# Three entries from above, with bars between the fields.
Molecule | USP10 block | USP28 block | USP17 block | USP7 block | UCHL1 block | USP30 inh | USP8 inh | OTUD3 inh
O=C(c1ccc2c(c1)OCO2)N1CCC(O)(C2CCN3Cc4ccccc4N=C23)CC1 (stereo not drawn) | 0 | -10 | -15 | 0 | -2 | -5 | -5 | -2
Cc1nc(CC(=O)NCc2ccc3c(c2)OCO3)cs1 | -3 | -12 | -9 | 2 | -3 | -19 | 2 | -9
O=C(Nc1ccccc1F)c1ccc2c(c1)CC(c1ccccc1)OC2=O (stereo not drawn) | 10 | 7 | 20 | 11 | 3 | 11 | 21 | 8

# Other entries follow:
SMILES,USP10 block,USP28 block,USP17 block,USP7 block,UCHL1 block,USP30 inh,USP8 inh,OTUD3 inh
Cc1ccc2nc(C(=O)N3CCOC(c4cc(N)cc(C)n4)C3)cn2c1 (stereo not drawn),4,0,2,2,3,6,-73,0
Cc1cc(NC2CC3(CCN(C(=O)Cc4c(C)noc4C)C3)C2)ncn1 (stereo not drawn),-4,11,2,2,-1,-11,7,6
O=c1[nH]c(-c2ccncc2)nc2c1CN(Cc1ccc(F)c(F)c1)CC2,2,-14,-7,0,-4,-5,-4,-14
O=C(Nc1ccccc1Br)c1ccn(COc2ccccc2F)n1,6,19,65*,3,-2,34*,6,-1
O=C(NCCC1=CCCCC1)c1ccc(-c2noc(-c3ccccc3)n2)s1,0,1,3,2,3,0,2,-1
Cc1c(C(=O)NCCC(C)C)nnn1-c1cccc2c1CCN(Cc1cccnc1)C2,-2,0,-15,-4,-2,-8,-17,-9
CC(=O)N1CCN([C@@H]2[C@@H](O)[C@H](Oc3ccccc3)C[C@H]2NC(=O)c2ccccn2)CC1,-4,-8,-7,-1,-4,-13,-10,-7
COc1cccc([C@@H]2CN(C(=O)Cn3nc(C)cc3C)C[C@]23CCCCC(=O)N3)c1,1,4,5,6,2,12,5,8
N=C(NC(=O)c1ccccc1)N1CCC(C(N)=O)(N2CCCCC2)CC1,3,-4,15,1,-3,-50,-1,-6
O=CNC1(C(=O)Nc2ccc(Br)cc2)CCCCC1,3,4,9,-3,0,7,18,13
OC(c1cccc(F)c1)c1ncc(-c2ccc3ccccc3c2)[nH]1 (stereo not drawn),-1,4,-10,5,2,-29,4,-15
N#Cc1ccc(OCC(=O)NC(Cc2ccccc2)c2nc3ccccc3[nH]2)cc1 (stereo not drawn),-2,3,12,6,3,9,36*,1
Cc1nn(C)c(C)c1CCNS(=O)(=O)c1cccc(Cl)c1,1,-3,-3,.,0,3,-1,-5
O=c1c2ccccc2n(Cc2ccccc2F)c(=O)n1CCc1ccccc1,3,-4,6,5,-3,2,0,4
Cc1ccccc1CNC(=O)CCC(=O)N1CCc2c(c(C(=O)N3CCCC3)nn2C)C1,0,4,14,-1,0,15,15,13

# 4 entries drawn at random from the list so far, as already listed:
SMILES,USP10 block,USP28 block,USP17 block,USP7 block,UCHL1 block,USP30 inh,USP8 inh,OTUD3 inh
N#Cc1ccc(OCC(=O)NC(Cc2ccccc2)c2nc3ccccc3[nH]2)cc1 (stereo not drawn),-2,3,12,6,3,9,36*,1
O=C(NCCc1ccncc1)C1CN(C(=O)c2ccc(Cl)cc2)CC12CCOCC2 (stereo not drawn),1,6,18,5,2,21,14,10
O=CNC1(C(=O)Nc2ccc(Br)cc2)CCCCC1,3,4,9,-3,0,7,18,13
CC(=O)Nc1ccc(S(=O)(=O)N2CCC(CC(=O)NC(C)c3ccccc3)CC2)cc1 (stereo not drawn),16,12,5,3,0,32*,5,14

# (cont.)
SMILES,USP10 block,USP28 block,USP17 block,USP7 block,UCHL1 block,USP30 inh,USP8 inh,OTUD3 inh
Cc1nonc1CC(=O)N1C[C@H]2CC(Oc3ccccc3)C[C@H]2C1 (stereo partly drawn),-1,0,1,-3,2,1,12,5
CCOC(=O)C1CCCN(Cc2cc(=O)oc3cc(C)c(C(C)C)cc23)C1 (stereo not drawn),4,0,4,6,2,-5,-5,0
Cc1cc(-c2ccc(S(=O)(=O)N3CCCC3)s2)on1,3,.,11,1,0,.,-2,2
Cc1cc(Nc2ccc(C(=O)NCC(C)C)cc2)n2nc(-c3cccnc3)nc2n1,-2,0,-8,0,-1,0,-9,-5
Cn1c(=O)n(Cc2ccc(F)cc2)c2cccnc21,-3,16,5,-18,1,1,-4,11
O=C(Nc1ccc(F)cc1)c1cn(-c2ccc(S(=O)(=O)N3CCCC3)cn2)cn1,0,12,11,9,6,14,22,8
Cc1ccc(CS(=O)(=O)c2cn(CC(=O)NCc3cccnc3)c3ccccc23)cc1,-3,0,-6,-1,1,-4,6,-3
CN1CCN(c2nc3c(c(=O)[nH]2)CCN(CCc2ccccc2)CC3)CC1,-4,-35,-37,-9,-7,-115,-58,-26
CC1CCCCN1C(=O)c1cc2c(=O)n3ccccc3nc2n1Cc1ccccc1 (stereo not drawn),-2,-10,-7,-12,-2,1,-7,-2
Cc1nc(Nc2ncccn2)cc(C2CCCN2Cc2ncc[nH]2)n1 (stereo not drawn),-1,5,4,5,0,5,10,4
Cc1cc(C(=O)CSc2nc3ccccc3[nH]2)c(C)n1C1CC1,-3,.,-10,-2,-6,.,-25,-3
Cc1ccc(N(C)S(=O)(=O)c2cccc(C(=O)OCC(=O)c3ccc(-c4ccccc4)cc3)c2)cc1,-5,-58,-11,-9,-13,-189,-20,-50
O=C(Cn1c(-c2nc(-c3ccc(F)cc3)no2)cccc1=O)N1CCCC1,0,-1,33*,-8,1,11,-1,0
c1ccc(-c2cc(N3CCCCC3)nc(-c3ccncc3)n2)cc1,-14,-15,-13,0,-10,-40,3,-15
Cc1cc(=O)[nH]c(C2CN(C(=O)c3ccc4ncccc4c3)CCO2)n1 (stereo not drawn),2,-2,-3,-2,-2,5,-3,2

# Results in OTUD3 inh, for 3 of the compounds above:
SMILES,OTUD3 inh
Cn1c(=O)n(Cc2ccc(F)cc2)c2cccnc21,11
CCOC(=O)C1CCCN(Cc2cc(=O)oc3cc(C)c(C(C)C)cc23)C1 (stereo not drawn),0
Cc1cc(Nc2ccc(C(=O)NCC(C)C)cc2)n2nc(-c3cccnc3)nc2n1,-5

# Remaining list, next part.
SMILES,USP10 block,USP28 block,USP17 block,USP7 block,UCHL1 block,USP30 inh,USP8 inh,OTUD3 inh
Cc1noc(C)c1CC(=O)N1CCCC2(C1)Nc1cccnc1NC2=NC1CCCC1 (stereo not drawn),-3,-210,-150,-9,-10,i,-99,-154
CCn1c(=O)c(C(=O)Nc2ccc(Br)c(C)c2)nc2ccccc21,1,7,20,4,6,40*,-21,6
O=C1CC[C@]2(O)CCO[C@@H]2C1,2,4,3,2,-1,21,-1,4
COC(=O)c1cc(C23CC4CC(CC(C4)C2)C3)oc1C,1,-13,0,4,-1,-15,-5,0
O=C(NCc1ccc(F)cc1F)c1csc(C(=O)N2CCCC2)n1,-1,9,-1,-4,-2,-9,5,-4
COc1ccccc1N1CCN(C(=O)CSCc2ccccc2C)CC1,-2,-9,-6,-9,-1,-9,-20,-10
Cc1noc([C@@H]2C[C@H]3CN(Cc4ccc(F)c(F)c4)C[C@H]3O2)n1,2,0,-28,-1,0,6,-132,-2
CC(=O)Nc1ccc(S(=O)(=O)N2CC[C@H]3COC(=O)N[C@@H]3C2)cc1,1,3,9,3,3,13,0,8

# Screens (PubChem BioAssay)
